# From PubChem
# zfTRPN1 agonist = zebrafish TRPN1 channel agonists, primary screen, cell-based, HEK293, calcium fluorescence. transient receptor potential cation channel N1 (TRPN1/NompC), Danio rerio. HEK293 zebrafish TRPN1-YFP, Fluo-8 calcium fluorescence; 100% = response to 87 µM carbachol. activation, % at 3 µM. hit rate 0.18% among 220,000. AID 1424, 2008;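 active means activation above its plate's cutoff, the mean activation of test wells on that plate plus 3 SD, cut at about 19% in these data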;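 further: 0% = DMSO alone and 100% = 87 µM carbachol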
#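 Material: zebrafish TRPN1-YFP in HEK293 cells. Doses: one dose of 3 µM, 0.3% DMSO. Incubation: dye 1 h 37 °C plus 30 min RT. Measured by: intracellular calcium fluorescence with Fluo-8.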
# NPY1 pot ag = NPY-Y1 receptor potentiators or agonists, primary screen, cell-based; AID 1304, 2008; hit rate 0.37% among 220,000; activation, % at 3.6 µM; Neuropeptide Y receptor type 1 (Homo sapiens), P25929; NPY-Y1 expressing cells, potentiator/agonist activation; in the data active means activation above about 33%, passing the limit was not always enough;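 further: cells stimulated with NPY at EC10 then isoproterenol at EC100; 0% = low agonist plus stimulus and 100% = saturating agonist plus stimulus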
# Target sequence (P25929 whole entry, looked up): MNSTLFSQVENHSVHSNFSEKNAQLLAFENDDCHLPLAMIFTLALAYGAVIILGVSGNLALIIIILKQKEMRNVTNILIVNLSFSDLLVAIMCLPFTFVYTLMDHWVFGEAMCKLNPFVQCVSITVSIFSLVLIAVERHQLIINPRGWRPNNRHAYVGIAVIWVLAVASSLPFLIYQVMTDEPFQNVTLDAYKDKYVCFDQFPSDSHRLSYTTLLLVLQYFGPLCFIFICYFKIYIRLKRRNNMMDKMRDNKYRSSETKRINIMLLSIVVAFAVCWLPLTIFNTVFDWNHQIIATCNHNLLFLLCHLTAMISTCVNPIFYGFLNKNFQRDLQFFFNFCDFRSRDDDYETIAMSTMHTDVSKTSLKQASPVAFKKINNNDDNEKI
# NPY-Y2 PAM-ag = NPY-Y2 potentiators or agonists, primary screen, cell-based; Neuropeptide Y receptor type 2 (Homo sapiens), P49146; cells expressing NPY-Y2, potentiator/agonist read-out; activation, % at 3.6 µM; hit rate 0.45% among 220,000; in the data active means activation above about 27%;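 further: cells stimulated with NPY near EC25 plus isoproterenol at EC100; 0% = vehicle plus submaximal agonist and 100% = vehicle plus saturating agonist; some results beyond the cut were filed as inactive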
# NPY Y1 blocker = NPY-Y1 receptor antagonists, primary screen, cell-based; HEK293-CNG Y1 cells, membrane potential fluorescence; NPY at EC95, then isoproterenol; hit rate 1% among 200,000; inhibition, % at 3.6 µM; Neuropeptide Y receptor type 1 (Homo sapiens), P25929;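 active means inhibition above the campaign mean inhibition of all tested compounds plus 3 SD, cut at about 20% in these data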;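 further: 0% = DMSO wells given NPY plus isoproterenol and 100% = isoproterenol alone without NPY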
#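 material = HEK293 cells with Y1 receptor plus CNG channel | also added = NPY 25 nM then isoproterenol 1 µM plus Ro 20-1724 25 µM | schedule = dye 3 h, compound 60 min room temperature, stimulation 45 min | measured by = membrane potential fluorescence | benchmarks = high control isoproterenol alone, low control NPY with isoproterenol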
# EP2 modulator = EP2 receptor modulators, cAMP readout, primary screen, cell-based, HTRF cAMP, PGE2 stimulation | EP2-expressing cells, cAMP HTRF FRET, PGE2 co-stimulation | hit rate 0.83% among 260,000 | Prostaglandin E2 receptor EP2 subtype (Homo sapiens), P43116 | induction, % at 25 µM | AID 940, 2007;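 active means compounds whose cAMP rise, as percent of the full-agonist control response, exceeds 60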;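 further: rat C6 glioma line stably carrying human EP2 under a CMV promoter; the protocol text gives 20 µM as final concentration; 100% = response of wells given 1 µM PGE2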
# Target sequence (P43116 whole entry, looked up): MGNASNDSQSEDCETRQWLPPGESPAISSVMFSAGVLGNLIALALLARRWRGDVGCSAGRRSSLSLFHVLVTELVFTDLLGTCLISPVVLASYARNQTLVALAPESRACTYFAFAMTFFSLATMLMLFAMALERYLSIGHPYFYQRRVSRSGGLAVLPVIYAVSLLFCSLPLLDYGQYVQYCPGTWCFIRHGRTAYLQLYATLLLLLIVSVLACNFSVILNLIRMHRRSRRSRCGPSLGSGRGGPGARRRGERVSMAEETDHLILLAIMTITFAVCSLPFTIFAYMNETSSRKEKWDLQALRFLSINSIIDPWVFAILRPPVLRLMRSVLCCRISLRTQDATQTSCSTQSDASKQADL
# S1P4 antagonist = S1P4 receptor antagonists, primary screen, cell-based; Sphingosine 1-phosphate receptor 4 (Homo sapiens), O95977; S1P4-expressing cells, antagonist mode, reporter read-out; inhibition, % at 4.98 µM; hit rate 0.26% among 220,000; AID 1510, 2009; in the data active means inhibition above about 29%;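 further: 0% = wells stimulated with agonist and 100% = vehicle wells without agonist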
# S1P4 ag = S1P4 receptor agonists, primary screen, cell-based; Sphingosine 1-phosphate receptor 4 (Homo sapiens), O95977; activation, % at 4.98 µM; hit rate 0.35% among 220,000; S1P4-expressing cell line, agonist reporter assay; in the data active means activation above about 11%;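 further: 0% = DMSO vehicle and 100% = reference agonist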
# CHOP inhibitor = inhibitors of CHOP promoter induction, primary screen, cell-based, unfolded protein response, luciferase reporter; CHO-K1 CHOP-promoter luciferase, tunicamycin-induced, 15-18 h; inhibition, % at 10 µM; hit rate 3.8% among 220,000;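 active means compounds that reduced the stress-induced luciferase reporter signal by more than about 70% of percent inhibition, limit read from the data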;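 further: 0% = tunicamycin plus vehicle and 100% = wells without tunicamycin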
# TRPML3 ag = human TRPML3 channel agonists, primary screen, cell-based, HEK293 TRPML3-YFP, Fluo-8 calcium fluorescence, 3 µM. Mucolipin-3 (Homo sapiens), Q8TDD5. 100% = the carbachol control signal. activation, % at 3 µM. hit rate 0.29% among 220,000. AID 1448, 2008;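 active means activation above its plate's cutoff, the mean activation of the plate's test wells plus 3 SD, cut at about 12% in these data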;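 further: 0% = DMSO only wells and 100% = carbachol wells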
#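 Test system: TRPML3-YFP stable HEK293 cells. Doses: single point at 3 µM. Incubation: dye loading 1 h 37 °C then 30 min ambient, 125 s read. Signal: Fluo-8 calcium dye fluorescence, ex 470-495, em 515-575 nm. Measure: percent activation from peak-to-basal fluorescence ratio, scaled between DMSO and carbachol.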
# * marks the source's active call; other numbers are inactive results; x = not tested or not shown. No enrichment for hits; overall some 6.5% were active at least once.
# The line under a structure holds: zfTRPN1 agonist | NPY1 pot ag | NPY-Y2 PAM-ag | NPY Y1 blocker | EP2 modulator | S1P4 antagonist | S1P4 ag | CHOP inhibitor | TRPML3 ag
1. CCOc1cc(/C=N/N=C2/NC(=O)C(CC(=O)O)S2)ccc1OCc1ccc(Cl)cc1 (configuration not stated)
    -0.6 | -4.0 | -12.8 | 3.3 | -4.5 | -4.6 | -0.9 | -0.9 | 0.1
2. COc1ccc(CC(=O)NC2CCN(CC(=O)Nc3ccc4c(c3)OCCO4)CC2)cc1OC
    -0.1 | 0.6 | -8.1 | 1.3 | -0.5 | 1.2 | 1.4 | -16.9 | 0.5
3. N#Cc1nc(COc2ccccc2)oc1N1CCN(Cc2ccccc2)CC1
    -0.7 | -23.7 | -14.8 | 20.9* | -6.4 | 12.2 | -1.7 | 68.5 | -0.8
4. c1ccc(Cn2ccnc2SCc2nnc(-c3ccccc3)o2)cc1
    1.1 | 23.5 | -13.3 | 0.8 | -17.2 | 9.0 | 2.3 | 12.6 | 0.1
5. CCn1c(SCC(=O)Nc2ccc(N3CCOCC3)cc2)nnc1-c1ccc(OC)cc1
    -1.3 | 10.6 | 9.9 | -4.0 | -0.1 | 15.5 | -1.3 | 39.7 | 0.5
6. COc1ccc(C(C)=O)cc1COc1ncnc2ccccc12
    0.3 | -16.1 | -11.9 | -5.5 | -18.6 | -22.6 | -2.1 | -12.9 | 0.1
7. CCC(C)Sc1nc2c(c(=O)[nH]1)C(c1cccs1)C1=C(CCCC1=O)N2 (configuration not stated)
    -2.8 | 7.1 | 1.0 | 22.5* | 3.0 | -17.8 | -0.9 | 82.4* | -1.0
8. Cc1cc(C)n(C(=O)c2ccc(S(=O)(=O)NCC3CCCO3)cc2)n1 (configuration not stated)
    -0.1 | -24.3 | -8.0 | -0.4 | 11.3 | 12.8 | -0.8 | -2.2 | 0.6
9. Cc1cccc(NC(=S)N(CCN2CCOCC2)Cc2cc3cc4c(cc3[nH]c2=O)OCO4)c1
    0.2 | 10.8 | 2.9 | -3.5 | -11.2 | -1.4 | 2.3 | 16.6 | 0.8
10. CCCCC(=O)NC(=S)Nc1cccc(NC(=O)c2ccco2)c1
    -1.8 | -22.5 | -14.7 | 10.6 | -10.1 | -3.0 | 3.4 | 16.2 | -0.5
11. Cc1cc(C)c2nc(Nc3nc(-c4ccccc4)cc(=O)[nH]3)nc(C)c2c1
    1.9 | -32.5 | -9.2 | x | -20.4 | -8.6 | 6.9 | 7.0 | 0.9
12. Cc1ccc(S(=O)(=O)CCc2nc3ccccc3n2CCC#N)cc1
    0.2 | 10.8 | -13.8 | 1.1 | -24.1 | -3.4 | -3.3 | 55.0 | 0.0
13. O=c1[nH]c2cc3c(cc2cc1C(c1nnnn1CC1CCCO1)N1CCCC1)OCO3 (configuration not stated)
    2.1 | -5.0 | 15.7 | 1.9 | -0.4 | -15.2 | 0.9 | 8.8 | 0.4
14. Cc1ccc(N(CC(=O)N/N=C/c2cccs2)S(C)(=O)=O)cc1Cl
    -0.3 | -3.0 | 5.7 | 4.8 | 10.0 | -3.2 | 2.6 | 24.7 | 0.5
15. O=C(NCc1ccc(F)cc1)C1CCCN1C(=O)NCc1ccccc1 (configuration not stated)
    0.4 | -20.0 | 1.1 | -2.5 | 12.0 | -2.3 | 1.4 | 14.4 | 0.5
16. C=CCN(CC=C)c1nc2ccccc2nc1C(C#N)C(=O)OC(C)C (configuration not stated)
    0.5 | 6.7 | 3.9 | 0.0 | 30.0 | -4.5 | 1.4 | 28.7 | 0.6
17. CCOC(=O)CSC1=N/C(=C\c2ccc(OC)c(OC)c2)C(=O)N1C
    -0.4 | 2.7 | -1.7 | 2.5 | 22.6 | -4.2 | 1.7 | 0.9 | 0.0
18. COCCNC(=O)C(=O)N/N=C(\C)CC(=O)Nc1ccc2c(c1)OCO2
    -0.6 | 10.4 | -18.4 | -2.0 | -22.5 | 10.9 | -1.2 | -9.8 | 0.4
19. O=C(COC(=O)c1ccccc1Sc1ccc(C(F)(F)F)cc1[N+](=O)[O-])NC(=O)NC1CCCC1
    -0.8 | 0.2 | 1.4 | 2.1 | 15.8 | -16.1 | 0.6 | 47.4 | -0.1
20. NC(=O)CC[C@@H]1NC(=O)[C@H](CO)NC(=O)c2cc([N+](=O)[O-])cc(I)c2NCC[C@@H](C(N)=O)NC(=O)[C@H](Cc2ccc(O)cc2)NC1=O
    0.6 | -9.0 | 4.4 | 5.8 | -3.2 | -7.8 | -0.8 | -0.3 | -0.2
21. Cc1cc(C(F)(F)F)c2c(=O)[nH]c(=O)n(Cc3ccccc3)c2n1
    -1.5 | -17.8 | -13.5 | 13.8 | 36.0 | 5.6 | -2.6 | 39.0 | -1.3
22. Cc1nnc(SCc2ccccc2F)n1NCc1cccs1
    -0.6 | 5.1 | 3.2 | -4.4 | -0.5 | -22.5 | 0.5 | -11.0 | -0.2

# Given with one line to a screen: part of the list above.
11: Cc1cc(C)c2nc(Nc3nc(-c4ccccc4)cc(=O)[nH]3)nc(C)c2c1
12: Cc1ccc(S(=O)(=O)CCc2nc3ccccc3n2CCC#N)cc1

Screen / compound no.	11	12
zfTRPN1 agonist	1.9	0.2
NPY1 pot ag	-32.5	10.8
NPY-Y2 PAM-ag	-9.2	-13.8
NPY Y1 blocker	x	1.1
EP2 modulator	-20.4	-24.1
S1P4 antagonist	-8.6	-3.4
S1P4 ag	6.9	-3.3
CHOP inhibitor	7.0	55.0
TRPML3 ag	0.9	0.0

# NPY Y1 blocker: what is marked active above
nr | SMILES | NPY1 pot ag | NPY-Y2 PAM-ag | NPY Y1 blocker | EP2 modulator | S1P4 antagonist | S1P4 ag | CHOP inhibitor | TRPML3 ag
3 | N#Cc1nc(COc2ccccc2)oc1N1CCN(Cc2ccccc2)CC1 | -23.7 | -14.8 | 20.9* | -6.4 | 12.2 | -1.7 | 68.5 | -0.8
7 | CCC(C)Sc1nc2c(c(=O)[nH]1)C(c1cccs1)C1=C(CCCC1=O)N2 (configuration not stated) | 7.1 | 1.0 | 22.5* | 3.0 | -17.8 | -0.9 | 82.4* | -1.0

# Only NPY-Y2 PAM-ag (5 entries from above):
no. | mol | NPY-Y2 PAM-ag
15 | O=C(NCc1ccc(F)cc1)C1CCCN1C(=O)NCc1ccccc1 (configuration not stated) | 1.1
8 | Cc1cc(C)n(C(=O)c2ccc(S(=O)(=O)NCC3CCCO3)cc2)n1 (configuration not stated) | -8.0
17 | CCOC(=O)CSC1=N/C(=C\c2ccc(OC)c(OC)c2)C(=O)N1C | -1.7
7 | CCC(C)Sc1nc2c(c(=O)[nH]1)C(c1cccs1)C1=C(CCCC1=O)N2 (configuration not stated) | 1.0
11 | Cc1cc(C)c2nc(Nc3nc(-c4ccccc4)cc(=O)[nH]3)nc(C)c2c1 | -9.2
